Bioassay records deposited in PubChem BioAssay by National Center for Advancing Translational Sciences (NCATS).
TDP1 cell CPT – growth inhibition of DT40 Tdp1-/-;hTDP1 cells with camptothecin (screen for TDP1 inhibitors); AID 686979; Potency, µM (series often up to 46.2 µM), for the others: at the top dose activity change, negative = growth inhibition, usual class: inhibitors; chicken DT40 Tdp1-/-;hTDP1 cells + 20 nM CPT, ATP luminescence, 48 h; 420,000 tested, 12% active; note: nearly all actives have a fitted effect of over 55% in size
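Chicken DT40 Tdp1-/- cells stably complemented with human TDP1 were seeded at 400 cells/well in medium containing 20 nM camptothecin, exposed to pin-transferred compounds, and grown at 37 °C for at least 48 hr. Viability was read as ATP luminescence.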
TDP1 inh – TDP1 (human) enzyme inhibition. 350,000 tested, 0.28% active. Q9NUW8. Potency, µM (series often up to 130 µM), for inactives: at the top dose activity change, negative = inhibition, hits mostly inhibitors. AID 485290. recombinant TDP1, AlphaScreen DNA substrate cleavage; note: nearly all actives have a fitted effect of over 40% in size
Target sequence (Q9NUW8 whole entry, looked up): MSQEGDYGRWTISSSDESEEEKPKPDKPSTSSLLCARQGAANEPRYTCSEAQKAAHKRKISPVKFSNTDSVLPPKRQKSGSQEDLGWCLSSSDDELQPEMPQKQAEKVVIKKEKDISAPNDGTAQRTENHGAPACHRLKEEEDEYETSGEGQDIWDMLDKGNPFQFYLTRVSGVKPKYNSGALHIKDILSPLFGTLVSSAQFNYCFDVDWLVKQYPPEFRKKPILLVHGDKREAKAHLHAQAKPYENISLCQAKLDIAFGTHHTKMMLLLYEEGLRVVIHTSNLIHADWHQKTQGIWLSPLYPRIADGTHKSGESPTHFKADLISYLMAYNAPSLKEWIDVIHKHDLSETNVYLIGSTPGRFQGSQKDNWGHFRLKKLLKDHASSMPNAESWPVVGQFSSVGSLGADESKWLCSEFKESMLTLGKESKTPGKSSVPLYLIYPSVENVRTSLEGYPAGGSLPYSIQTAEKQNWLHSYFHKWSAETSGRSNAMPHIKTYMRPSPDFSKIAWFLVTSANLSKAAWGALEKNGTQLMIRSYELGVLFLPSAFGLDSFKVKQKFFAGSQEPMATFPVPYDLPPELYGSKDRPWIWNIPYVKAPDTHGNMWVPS
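Here, a 5' biotin and 3' phosphotyrosine-FITC DNA oligonucleotide reports Tdp1 activity: intact substrate bridges AlphaScreen beads, while cleavage leaves a 3' phosphate and drops signal. All incubations at room temperature.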
TDP1 cell noCPT – qHTS for Inhibitors of human tyrosyl-DNA phosphodiesterase 1 (TDP1): qHTS in cells in absence of CPT; Potency, µM (highest dose often 46.2 µM), for the others: at the highest dose activity change, negative = growth inhibition, usual class: inhibitors; 420,000 tested, 15% active; AID 686978, 2013; DT40 Tdp1-/- hTDP1 cells, no CPT, ATP luminescence, 48 h; note: nearly all actives have a fitted effect of over 55% in size
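Chicken DT40 Tdp1-/- cells stably complemented with human TDP1 were seeded at 400 cells/well with DMSO in place of 20 nM camptothecin. After compound pinning, cells grew at least 48 hr at 37 °C; viability read by CellTiter-Glo luminescence.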
An asterisk follows results filed as active; ? = inconclusive; / = not tested or not shown; & = joins results of further samples; [ ] = dose if it differs, or a comment. Calls come from the whole dose curve; as a rule, active = well fitted curve in the direction sought with a large enough effect; inconclusive = small, poorly fitted or top-dose-only effect, or another doubt; inactive = no such curve, though single readings can be large; an effect the other way counts as inactive or inconclusive. % is set by controls: 0 for no effect and ±100 for the full control effect; potency is the fitted concentration of half-maximal effect.

[1] CSc1ccc(CCNC(=O)Cn2nc(C)n3c(cc4sccc43)c2=O)cc1
[2] CCC(CC)NC(=O)CN1CCN(S(=O)(=O)c2ccc(Br)s2)CC1
[3] CCCC[C@@H]1C=C(C(=O)O)[C@H](c2ccc(Cl)c(Cl)c2)N1S(=O)(=O)c1ccc(C)cc1
[4] CN1C(=O)C(C)(C)c2cc(S(=O)(=O)N3CCCC(C(=O)NCc4ccccc4Cl)C3)ccc21 (stereo not drawn)
[5] O=C1SC(SCc2ccccc2Cl)=N/C1=C\c1ccc(C(=O)O)cc1
[6] CC(=O)N/C(=N/c1nc(C)cc(C)n1)Nc1ccc(C)cc1C
[7] O=C(Nc1cccc(F)c1)c1cccc2c1C(=O)N(C1CCCCC1)C2
[8] COc1ccc([N+](=O)[O-])c(S(=O)(=O)c2ccc(Cl)cc2)n1

screen / no.	1	2	3	4	5	6	7	8
TDP1 cell CPT	-5%	-19%	-1%	?	-19%	?	1%&-2%	1µM*
TDP1 inh	-4%	0%	3%	/	/	/	-4%&5%	12%
TDP1 cell noCPT	-7%	-19%	2%	23µM*	-24%	?	-1%&-16%	0.65µM*

[9] Cc1cc(C)cc(NC(=S)N2CCC(c3nc4ccccc4s3)CC2)c1
[10] CCOC(=O)COc1ccc(/C=C2/SC(=Nc3ccccc3)N(Cc3cccnc3)C2=O)cc1OC
[11] O=C(Nc1cccc(S(=O)(=O)Nc2ccc(Cl)cc2)c1)c1ccccn1
[12] O=C(NNC(=O)C(c1ccccc1)c1ccccc1)c1ccccn1
[13] Cc1ccc(S(=O)(=O)c2nnn3c2nc(NCc2ccc(F)cc2)c2sccc23)cc1
[14] O=C(COC(=O)c1cccs1)Nc1ccccc1Cl
[15] CC(C)(C)n1cnnc1Sc1ccc([N+](=O)[O-])cn1
[16] CN(Cc1c(F)cccc1Cl)C(=O)CNC(=O)c1cccs1

screen / no.	9	10	11	12	13	14	15	16
TDP1 cell CPT	?	?	?	2.9µM*	-13%	9%	21%	1%
TDP1 inh	10%	4%	0%	8%	5%	3%	0%	4%
TDP1 cell noCPT	-26%	?	?	2.3µM*	?	-6%	-19%	0%

[17] O=C(c1cnccn1)N1CCC2(CCCN(c3ccc(-c4ccccc4)cc3)C2)CC1
[18] C[C@H](CO)N1C[C@H](C)[C@H](CN(C)Cc2cncnc2)Oc2ncc(C#CC3(O)CCCC3)cc2C1=O
[19] O=C(CSc1nc2ccccc2n1CC(=O)NCc1ccccc1)NCc1ccco1
[20] Oc1c(N=NC(=S)Nc2ccccc2F)c2ccccc2n1Cc1ccc(F)cc1
[21] O=C(Nc1ccc(OC(F)(F)F)cc1)c1ccc2nccnc2c1
[22] COc1ccccc1NC(=O)CC(C)n1nc(C)cc1C (stereo not drawn)
[23] CCN1C(=O)[C@H]2[C@@H](c3ccc(C(F)(F)F)cc3)N[C@]3(CCCN(Cc4ccc(Br)cc4)C3=O)[C@H]2C1=O
[24] O=C(CN1CCN(Cc2ccc(Cl)cc2)CC1)N/N=C/c1c[nH]c2ccccc12

screen / no.	17	18	19	20	21	22	23	24
TDP1 cell CPT	?	0%	-16%	5.2µM*	-96%	2%	13µM*	-4%
TDP1 inh	/	/	4%	14%	3%	3%	/	8%
TDP1 cell noCPT	?	6%	-15%	2.3µM*	?	-21%	9.2µM*	-13%

[25] COc1cccc(C(=O)c2cc3cc(Cl)ccc3[nH]2)c1
[26] C[C@H](O)[C@@H]1C(=O)N2CCc3ccc(-c4ccccc4)cc3[C@@H]2C[C@@H]1N(C)C(=S)Nc1ccc(F)cc1
[27] C=CCNC(=S)NNC(=O)Cn1c(-c2ccccc2)cc(=O)n2ncnc12
[28] Cc1ccc2[nH]c(=O)c(CN(CCO)C(=O)N(C)C)cc2c1
[29] Cc1ccc(S(=O)(=O)Nc2nc3n(n2)C(c2ccc(F)cc2)C=C(c2ccccc2)N3)cc1 (stereo not drawn)
[30] Clc1cccc2c1Sc1ccccc1CC2N1CCNCC1 (stereo not drawn)
[31] CC(c1nccs1)N(C)c1nc2nonc2nc1N(C)C (stereo not drawn)
[32] Cc1ccc(N2C(=O)[C@@H]3C(C(=O)C(c4ccccc4)c4ccccc4)=NN[C@@H]3C2=O)cc1

screen / no.	25	26	27	28	29	30	31	32
TDP1 cell CPT	-9%	?	-7%	-9%	?	18µM*	17%	-23%
TDP1 inh	/	/	/	/	3%	0%	-4%	1%
TDP1 cell noCPT	?	?	-1%	-7%	?	18µM*	-2%	-24%

Rewritten bar-delimited: 6 of the compounds above
no. | Structure | TDP1 cell CPT | TDP1 inh | TDP1 cell noCPT
32 | Cc1ccc(N2C(=O)[C@@H]3C(C(=O)C(c4ccccc4)c4ccccc4)=NN[C@@H]3C2=O)cc1 | -23% | 1% | -24%
25 | COc1cccc(C(=O)c2cc3cc(Cl)ccc3[nH]2)c1 | -9% | / | ?
26 | C[C@H](O)[C@@H]1C(=O)N2CCc3ccc(-c4ccccc4)cc3[C@@H]2C[C@@H]1N(C)C(=S)Nc1ccc(F)cc1 | ? | / | ?
31 | CC(c1nccs1)N(C)c1nc2nonc2nc1N(C)C (stereo not drawn) | 17% | -4% | -2%
29 | Cc1ccc(S(=O)(=O)Nc2nc3n(n2)C(c2ccc(F)cc2)C=C(c2ccccc2)N3)cc1 (stereo not drawn) | ? | 3% | ?
27 | C=CCNC(=S)NNC(=O)Cn1c(-c2ccccc2)cc(=O)n2ncnc12 | -7% | / | -1%

The main list resumes with the 4 entries that preceded the break.
[29] Cc1ccc(S(=O)(=O)Nc2nc3n(n2)C(c2ccc(F)cc2)C=C(c2ccccc2)N3)cc1 (stereo not drawn)
[30] Clc1cccc2c1Sc1ccccc1CC2N1CCNCC1 (stereo not drawn)
[31] CC(c1nccs1)N(C)c1nc2nonc2nc1N(C)C (stereo not drawn)
[32] Cc1ccc(N2C(=O)[C@@H]3C(C(=O)C(c4ccccc4)c4ccccc4)=NN[C@@H]3C2=O)cc1
[33] Nc1c2c(nc3ccc(Br)cc13)N(c1ccccc1)CC2
[34] c1ccc(CSc2nnc(-c3ccco3)n2Cc2ccco2)cc1
[35] COCCSc1nnc(NC(=O)COC)s1
[36] Cc1c(Cl)c([N+](=O)[O-])nn1CC(=O)NCC1CCCO1 (stereo not drawn)
[37] O=S(=O)(c1ccccc1Cl)N1CCCC1c1nc(-c2ccccc2Cl)no1 (stereo not drawn)
[38] CC(NC(=O)Cn1nc(C(=O)O)c2ccccc2c1=O)c1ccccc1 (stereo not drawn)
[39] COc1ccc(-c2c(C)c3ccc(O)c(CN4CCCCC4)c3oc2=O)cc1OC
[40] CC1(C)Cc2ccccc2C(=O)N1

screen / no.	29	30	31	32	33	34	35	36	37	38	39	40
TDP1 cell CPT	?	18µM*	17%	-23%	?	?	?	1%	?	?	-5%	-1%
TDP1 inh	3%	0%	-4%	1%	/	10%	6%	3%	-7%	0%[56.1 µM]	3%	4%
TDP1 cell noCPT	?	18µM*	-2%	-24%	?	23µM*	-4%	8%	?	-29%	-18%	-3%

[41] CC(C)C1C(=O)N(Cc2cn(CCC3OCCCO3)nn2)CCS(=O)(=O)N1Cc1ccc(-c2ccc(Cl)c(Cl)c2)cc1 (stereo not drawn)
[42] Cc1ccc(NC(=S)N2CCC(c3ccccc3)C2)c(Cl)c1 (stereo not drawn)
[43] COc1ccc(/C=C2\SC(c3ccc(C)cc3)=NC2=O)cc1OC
[44] CN(C)S(=O)(=O)c1ccc(SCC(=O)N2CC(=O)Nc3ccccc32)nc1
[45] CCOc1ccccc1NC(=O)Cn1c2ncccc2c(=O)n1-c1ccc(C)c(C)c1
[46] CN(CCCCCC(=O)/C=N/O)Cc1ccccc1
[47] O=C(Cc1n[nH]c(=O)c2ccccc12)N1CCN(S(=O)(=O)c2ccc(F)c(Cl)c2)CC1
[48] CCOC(=O)Nc1ccc2c(c1)N(C(=O)CN1CCN(C)CC1)c1ccccc1CC2

screen / no.	41	42	43	44	45	46	47	48
TDP1 cell CPT	23µM*	?	-9%	?	?	-7%	-8%	-14%
TDP1 inh	/	-3%	5%	0%	0%	0%	1%	/
TDP1 cell noCPT	18µM*	?	-9%	-8%	?	0%	-22%	0%

[49] O=S(=O)(Nc1ccc(Br)cc1)c1cccc2nonc12
[50] Cc1ccsc1CN(C)C(=O)CN1C(=O)NC(c2ccccc2)(c2ccccc2)C1=O
[51] COc1ccc(-c2c(C#N)c(N)nc(Sc3ccc(Cl)cc3)c2C#N)cc1
[52] CN(CCCC1CCCC1)C(=O)CC1C(=O)NCCN1Cc1cccc(F)c1F (stereo not drawn)
[53] O=C(CSc1nc2ncccc2[nH]1)Nc1ccc2c(c1)OCO2
[54] CC(=O)OC(C)OC(=O)C(C)c1ccc(-c2ccccc2)c(F)c1 (stereo not drawn)
[55] CCOC(=O)c1oc2ccccc2c1CN1CCN(C(=O)c2ccccc2)CC1
[56] COCCn1c(Sc2ccccc2)nc2c1c(=O)[nH]c(=O)n2C

screen / no.	49	50	51	52	53	54	55	56
TDP1 cell CPT	11%	?	-12%	?	-7%	0%&-15%	?	-17%
TDP1 inh	8%	0%[56.1 µM]	/	2%	/	/	-5%	-2%
TDP1 cell noCPT	4%	-15%	-30%	?	-19%	-10%&-19%	?	0%

[57] Cc1ccc(NC(=O)c2cc(S(=O)(=O)N3CCc4ccccc43)cn2C)c(Cl)c1
[58] COC(=O)c1ccc2nc(-c3ccccc3)c(Cc3ccccc3C(F)(F)F)n2c1
[59] Cc1cccc(OCC(=O)NS(=O)(=O)c2ccc(Br)cc2)c1
[60] S=c1[nH]nc(-c2ccc3ccccc3n2)n1-c1ccc(Cl)cc1
[61] CC(=O)c1c(C)[nH]c(C(=O)CSc2nnc(CN3CCCCCC3=O)n2-c2ccccn2)c1C
[62] COC(=O)c1ccc2nc(-c3ccc(C)cc3)c(CC3CCCCC3)n2c1
[63] COc1cc(C(=O)N2CCCC(c3cc(C(=O)NCc4ccccc4)no3)C2)cc(OC)c1C (stereo not drawn)
[64] O=C(COc1ccc2ccc(=O)oc2c1)Nc1cc([N+](=O)[O-])ccc1F

screen / no.	57	58	59	60	61	62	63	64
TDP1 cell CPT	?	0%	12%	?	-12%	21µM*	?	-17%
TDP1 inh	4%	/	3%	1%	6%	/	/	-8%
TDP1 cell noCPT	12µM*	-17%	6%	?	6%	16µM*	?	2%

[65] O=C(NCC1CCCO1)C(c1ccco1)N(Cc1ccc(F)cc1)C(=O)CN1C(=O)c2ccccc2S1(=O)=O (stereo not drawn)
[66] CC(Oc1cc(F)ccc1[N+](=O)[O-])C(=O)N(C)CC(=O)Nc1ccccc1C(F)(F)F (stereo not drawn)
[67] CC(C)[C@H]1C(=O)Nc2ccccc2N1C(=O)N[C@@H](Cc1ccccc1)C(=O)N[C@@H](Cc1ccccc1)C(=O)O
[68] CCCNC(=O)Cn1cnc2sc(C(=O)Nc3ccc4c(c3)OCO4)c(C)c2c1=O
[69] COc1ccc(OC)c(S(=O)(=O)NCC(c2cccs2)S(=O)(=O)c2ccc(F)cc2)c1 (stereo not drawn)
[70] CSc1ccc(NC(=O)CSc2nc3[nH]c(=O)cc(O)c3s2)cc1
[71] Cc1cc(C)nc(SCC(=O)c2cc3ccccc3oc2=O)n1
[72] CC(C)(C)C(=O)COC(=O)c1cc(S(=O)(=O)N2CCCCC2)ccc1N1CCOCC1
[73] CN1C(=O)CC(=O)N(C)c2cc(S(=O)(=O)N(C)Cc3ccccc3)ccc21
[74] Cc1ccccc1NC(=O)COC(=O)COc1ccc2ccc(=O)oc2c1

screen / no.	65	66	67	68	69	70	71	72	73	74
TDP1 cell CPT	-9%	-14%	-1%	-2%	?	13%	-26%	-5%	0%&-25%	-7%
TDP1 inh	4%[0.0935 µM]	8%	/	4%	5%	0%	-2%	1%	0%&6%	/
TDP1 cell noCPT	-26%	-28%	-23%	-23%	?	-3%	?	-3%	-2%&-15%	?
